EPAC1 ag: qHTS for Agonist of cAMP-regulated guanine nucleotide exchange factor 3 (EPAC1): primary screen | Potency, µM (highest dose often 154 µM), for the others: at the top dose activation, hits mostly activators | 360,000 compounds, 0.073% hits | EPAC1 agonist qHTS, biochemical assay; response scale: 100% = response to 6.5 mM cAMP | AID 720707, 2013 | Rap guanine nucleotide exchange factor 3 (Homo sapiens), O95398; also: potency is read from the fitted curve at half-maximal effect; nearly all actives have a fitted effect of over 60% in size
Target sequence (O95398 whole entry, looked up): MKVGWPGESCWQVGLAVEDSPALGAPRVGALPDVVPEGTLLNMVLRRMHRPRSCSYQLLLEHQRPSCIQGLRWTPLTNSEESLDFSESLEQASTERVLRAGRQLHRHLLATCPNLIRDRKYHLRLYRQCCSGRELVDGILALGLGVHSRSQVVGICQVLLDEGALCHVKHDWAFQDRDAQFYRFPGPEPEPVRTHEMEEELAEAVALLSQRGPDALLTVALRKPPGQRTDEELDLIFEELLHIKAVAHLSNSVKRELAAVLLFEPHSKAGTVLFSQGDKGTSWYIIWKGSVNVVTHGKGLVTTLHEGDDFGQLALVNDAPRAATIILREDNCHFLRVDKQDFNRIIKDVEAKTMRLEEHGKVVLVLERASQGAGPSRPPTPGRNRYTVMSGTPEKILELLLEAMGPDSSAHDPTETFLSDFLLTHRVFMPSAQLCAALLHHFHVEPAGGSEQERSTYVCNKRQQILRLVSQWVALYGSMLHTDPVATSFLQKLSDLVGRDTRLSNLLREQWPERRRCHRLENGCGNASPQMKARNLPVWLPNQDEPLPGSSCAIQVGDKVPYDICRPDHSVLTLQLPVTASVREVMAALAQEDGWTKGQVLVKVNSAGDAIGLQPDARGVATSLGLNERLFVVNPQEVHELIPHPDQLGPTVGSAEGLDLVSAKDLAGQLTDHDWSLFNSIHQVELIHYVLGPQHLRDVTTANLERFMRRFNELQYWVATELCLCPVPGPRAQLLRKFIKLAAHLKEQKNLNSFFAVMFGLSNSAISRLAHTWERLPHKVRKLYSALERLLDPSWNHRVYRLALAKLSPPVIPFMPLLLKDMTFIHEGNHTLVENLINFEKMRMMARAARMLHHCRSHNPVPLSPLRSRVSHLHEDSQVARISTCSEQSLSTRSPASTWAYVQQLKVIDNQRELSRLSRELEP
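Normalized to 6.5 mM cAMP, activity reflects EPAC1-catalysed release of BODIPY-GDP from Rap1B, followed kinetically over 30 min at 480 nm excitation, 540 nm emission. Reaction contained 100 nM EPAC1, 250 nM Rap1B-BODIPY-GDP, 50 uM GDP.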
EPAC1 antagonist: qHTS for Antagonist of cAMP-regulated guanine nucleotide exchange factor 3 (EPAC1): primary screen; EPAC1 GEF assay, Rap1b-BODIPY-GDP exchange fluorescence; AID 720709, 2013; 360,000 compounds, 0.14% hits; Potency, µM (highest dose often 115 µM), without a hit: at the highest dose activity change, negative = inhibition, hits mostly inhibitors;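 also: potency is read from the fitted curve at half-maximal effect; plate controls were vehicle for no effect and positive control for full effect; nearly all actives have a fitted effect of over 50% in size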
WRN helicase inh: qHTS for Inhibitors of WRN Helicase. Bifunctional 3'-5' exonuclease/ATP-dependent helicase WRN (Homo sapiens), Q14191. WRN helicase unwinding, fluorescent forked duplex, kinetic. Potency, µM (highest dose often 114 µM), without a hit: at the highest dose activity change, negative = inhibition, most hits filed as inhibitors. 360,000 compounds, 0.46% hits. AID 651768, 2012; also: potency is read from the fitted curve at half-maximal effect; % is scaled to controls: 0 for no effect and ±100 for the full control effect; nearly all actives have a fitted effect of over 55% in size
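WRN at 20 nM final was preincubated with compound for 15 min at room temperature; reaction started with 100 nM forked duplex oligonucleotide carrying fluorophore and quencher plus 2 mM ATP (final). Unwinding followed kinetically by red fluorescence (ex 525/em 598 nm).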
IL-2 act: qHTS of IL-2 Activators. activation, % (series mostly up to about 46 µM). 360,000 compounds, 0.065% hits. IL-2 activation reporter assay, cell-based qHTS; stimulated with anti-CD3/CD4/CD28 beads; in transgenic mouse T cells; in the data active = activation above about 50%; inconclusive = mostly about 30% to 49%; also: 0% is about no effect
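EGFP and DsRed fluorescence is measured by plate cytometry in unstimulated transgenic mouse T cells exposed to compound for 60 minutes, then stimulated 18 hours at 37 degrees C with anti-CD3/anti-CD4 beads plus anti-CD28.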
Abeta yeast res: qHTS for compounds that reverse cellular toxicity of Amyloid beta (A-beta) peptide in yeast: Primary Screen; yeast expressing A-beta42, growth rescue, OD600, 48 h; response scale: 0% DMSO, 100% iron-clioquinol control; 410,000 compounds, 0.063% hits; Potency, µM (titrated, usually from 46.1 µM), for the others: at the top dose growth rescue, hits mostly activators; AID 1347071, 2019; also: potency is read from the fitted curve at half-maximal effect; nearly all actives have a fitted effect of over 55% in size
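Yeast growth medium received pinned compounds, then yeast cells expressing toxic A-beta were added; plates incubated at 30 C for 48 hr. Growth read as absorbance at 600 nm, normalized to DMSO and equimolar FeCl3 plus clioquinol controls.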
PLK1 PBD block: qHTS for Inhibitors of PLK1-PDB (polo-like kinase 1 - polo-box domain): Primary Screen; 360,000 compounds, 2.8% hits; Potency, µM, without a hit: max response, negative = inhibition, usual class: inhibitors; Serine/threonine-protein kinase PLK1 (Homo sapiens), P53350; Plk1 PBD binding of FITC phosphopeptide, fluorescence polarization; AID 720504, 2013; also: potency is read from the fitted curve at half-maximal effect; series mostly up to about 57 µM; % is scaled to controls: 0 for no effect and ±100 for the full control effect; nearly all actives have a fitted effect of over 65% in size
FUS yeast rescue: qHTS for Suppressors of FUS Proteinopathy: Primary screen using FUS-linked yeast assay; S. cerevisiae FUS-expressing, growth rescue, OD600, 24 h; Potency, µM (titrated, usually from 76.6 µM), for inactives: at the top dose growth rescue (activation), actives largely listed as activators; 390,000 compounds, 0.24% hits; AID 1347120, 2019;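 also: potency is read from the fitted curve at half-maximal effect; plate controls were DMSO vehicle for no effect and reference control for full effect; nearly all actives have a fitted effect of over 55% in size; some results filed as inactive show a strong effect at the top dose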
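Read-out: OD at 600 nm after 24hr at 30C, reporting rescue of FUS-induced yeast toxicity. Cells at OD 0.005 in galactose (2%) minimal medium; compounds tested in a dilution series; CP55940 titration from 92uM final as control.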
PI5P4K alpha inh: qHTS for Inhibitors of phosphatidylinositol 5-phosphate 4-kinase (PI5P4K). Phosphatidylinositol 5-phosphate 4-kinase type-2 alpha (Homo sapiens), P48426. PI5P4Kalpha enzyme, ADP-Glo luminescence, 60 min; hits give low values. max response, %. 330,000 compounds, 1.2% hits; active = max response of -50% or lower; inconclusive = between -30% and -50%; inactive = -30% or higher; also: value at the top dose of about 77 µM; % is scaled to controls: 0 for no effect and ±100 for the full control effect
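qHTS, 1536-well: enzyme/substrate mix, compound by pin tool, 5 microM ATP final; RT 60 min; ADP-Glo reagents 1 (45 min) then 2 (30 min); luminescence.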
An asterisk follows results filed as active; ? = inconclusive; . = no result given; [ ] = dose if it differs, or a comment. Unless noted, calls follow the shape of the dose curve; as a rule, active = well fitted curve in the direction sought with a large enough effect; inconclusive = small, poorly fitted or top-dose-only effect, or another doubt; inactive = no such curve, though single readings can be large; an effect the other way counts as inactive or inconclusive.

SMILES	EPAC1 ag	EPAC1 antagonist	WRN helicase inh	IL-2 act	Abeta yeast res	PLK1 PBD block	FUS yeast rescue	PI5P4K alpha inh
COC(=O)c1ccc(CNC(=O)COC(=O)/C=C/c2ccc(O)c(OC)c2)cc1	-1.8%	-12.7%	-13.1%	0.5	17.7%	6.3%	14.5%	-2.4
Cc1ccccc1CN1CCNC1=O	7.3%	5.6%	5.8%	-4.0	2.3%	-7.8%	-1.1%	.
O=C(O)c1cccc2c1C(=O)c1ccc(-c3ccc(F)cc3F)cc1S2(=O)=O	1.9%	-10.9%	1.9%	0.5	-3.4%	-6.7%	5.1%	-6.4
Fc1ccc(-c2c[nH]c(=S)n2Cc2ccccc2)cc1	-8.9%	-4.6%	-7.0%	1.9	?	-4.8%	-34.7%	-8.4
Cc1ccccc1-c1nc(Cc2ccc(Cl)cc2)no1	-7.4%	-8.0%	-6.7%	-1.6	5.8%	-3.5%	-3.5%	12.0
CCOC(=O)C1CCN(c2cc3c(cc2NC(=O)c2ccccc2Br)n(C)c(=O)n3C)CC1	0.6%	2.4%	1.2%	0.9	7.8%	-10.3%	6.5%	5.9
COc1ccccc1N1CC(O)=C(c2nc3ccccc3c(=O)[nH]2)C1=N	0.0%	-1.0%	-6.5%	-1.3	23.4%	-4.4%	34.5%	.
COCCN(C(=O)COC(=O)c1cc2ccccc2cc1OC)c1c(N)n(Cc2ccccc2)c(=O)[nH]c1=O	0.1%	4.1%	1.6%	0.4	6.3%	4.6%	14.5%	1.0
COc1ccc([C@@H]2[C@@H]3C(=O)N(C(C)(C)C)C(=O)[C@@H]3[C@]3(C)C(=O)N(c4ccccc4)C(=O)N23)cc1	2.5%	-3.2%	2.1%	-0.4	-3.4%	-9.7%	24.6%	-3.5
Cc1c(CNC(=O)C2CC2)c(-n2cccc2)n(Cc2ccccc2)c1C	-6.2%	?	9.6%	-1.7	5.7%	0.6%	-12.5%	-5.3
Cn1c(=O)n(C)c2cc(/C=N/NC(=O)c3cc4cc(Br)ccc4o3)ccc21	-2.9%	1.8%	?	-0.6	26.1%	-9.1%	-10.3%	2.2
N/C(=N\OC(=O)c1cc(Br)ccc1Cl)c1ccccn1	1.3%	15.4%	7.2%	-0.2	-9.9%	0.9%	4.3%	-6.3
O=C(O)CNS(=O)(=O)c1ccc2[nH]c(=O)c(=O)[nH]c2c1	11.3%	2.5%	-4.6%	0.9	17.1%	-11.5%	-4.3%	1.8
CCc1ccccc1NC(=O)c1ccc(NCCc2ccccc2)c([N+](=O)[O-])c1	7.1%	-13.5%	7.9%	7.3	3.6%	2.7%	.	-7.3
O=c1c2ccccc2ncn1C1CCCCC1	10.2%	-4.6%	-5.7%	3.2	5.5%	-0.8%	6.5%	.
C[C@@H](NS(=O)(=O)c1cc(Cl)ccc1F)[C@H](O)c1ccccc1	-11.3%	-1.7%	3.8%	-0.4	7.2%	1.8%	-14.2%	-1.2
CCOc1cc(/C=C(\C#N)C(=O)Nc2cccc(C(=O)O)c2)cc(Br)c1OC(=O)c1ccc(OC)cc1	9.3%	?	?	0.0	5.1%	9.47µM*	37.0%	?
O=C(CSc1nnc(Nc2ccccc2F)s1)NC1CCCC1	8.7%	4.2%	0.0%	-0.6	3.8%	2.0%	-0.4%	6.7
COc1cccc(CN2CCNC(=O)C2CC(=O)NC2CCCCC2)c1OC (stereo not given)	-1.6%	16.9%	10.4%	4.8	0.6%	-7.7%	13.2%	-2.1
CCc1nc2ccc(C(=O)N3CCNC(=O)C3)cn2c1N(C)CCC(C)C	-3.8%	-7.7%	-1.4%[57.1 µM]	-0.8	9.3%	1.2%	-16.9%	-0.7
Cn1c(SCC(=O)N2CCN(c3ccccc3)CC2)nnc1-c1ccccc1	-1.7%	10.9%	-0.2%	-1.6	-17.0%	0.5%	6.1%	0.1
COC(=O)c1cc(NC(=O)Cn2c(=O)oc3ccccc32)cc(C(=O)OC)c1	-1.8%	-11.5%	-5.8%	-0.5	0.6%	-6.0%	2.8%	-1.1
CCOc1ccc(C(=O)NCC(=O)N2CCN(Cc3ccccc3)CC2)cc1	1.4%	-10.0%	4.6%	-0.3	1.0%	-28.2%	6.9%	5.8
Cc1ccc(NC(=O)c2cc(C)no2)cc1	-12.5%	9.1%	-4.8%	-1.8	-4.4%	-11.0%	-40.2%	2.0
O=S(=O)(/N=C(/NC(=S)Nc1ccccc1)c1ccccc1)c1ccc(Cl)cc1	4.3%	14.9%	-7.6%	-0.7	?	11.9µM*	9.2%	-20.3

Printed as active in PLK1 PBD block, of those listed so far:
| SMILES | EPAC1 antagonist | WRN helicase inh | IL-2 act | PLK1 PBD block | PI5P4K alpha inh |
| --- | --- | --- | --- | --- | --- |
| CCOc1cc(/C=C(\C#N)C(=O)Nc2cccc(C(=O)O)c2)cc(Br)c1OC(=O)c1ccc(OC)cc1 | ? | ? | 0.0 | 9.47µM* | ? |
| O=S(=O)(/N=C(/NC(=S)Nc1ccccc1)c1ccccc1)c1ccc(Cl)cc1 | 14.9% | -7.6% | -0.7 | 11.9µM* | -20.3 |

Additional structures follow.
SMILES	EPAC1 ag	EPAC1 antagonist	WRN helicase inh	IL-2 act	Abeta yeast res	PLK1 PBD block	FUS yeast rescue	PI5P4K alpha inh
O=C(COC(=O)c1ccccc1O)Nc1cccc(S(=O)(=O)N2CCCC2)c1	10.8%	-7.5%	-7.2%	0.1	18.1%	2.4%	12.3%	-0.7
O=C(Nc1ccccc1)/C(=C/c1cccnc1)NC(=O)c1ccco1	6.6%	-0.6%	-0.4%	0.3	8.0%	5.3%	.	2.6
CCOC(=O)/C(=N/Nc1ccc(Cl)cc1)S(=O)(=O)c1ccc(Cl)cc1	9.1%	-0.7%	0.1%	1.8	8.6%	-4.0%	-17.1%	.
O=C(Nc1cccc2ccccc12)c1ccc(Cn2cc(Cl)cn2)cc1	5.2%	-2.0%	-27.6%[57.1 µM]	0.0	23.5%	-6.5%	24.5%	-3.8
O=C(CS(=O)(=O)c1ccccc1)N1CCN(c2ccccc2)CC1	-1.0%	-5.9%	1.1%	-0.5	-2.0%	-1.2%	-1.7%	2.1
COc1ccc(CC(=O)OCC(=O)Nc2ccc(C(=O)Nc3ccc(OC)cc3)cc2)cc1	-0.7%	-3.6%	-4.1%	0.5	-9.9%	-4.2%	2.7%	-2.0
COc1ccc(OC)c(S(=O)(=O)NCCC2=CCCCC2)c1	-1.0%	-1.8%	-3.6%	-1.3	2.3%	-4.4%	27.9%	.
Cc1nc(SCC(=O)O)n[nH]1	5.0%	-12.2%	2.1%	3.8	8.5%	3.5%	-27.6%	-0.4
COc1cc(NC(=O)Cn2nnc(-c3ccncc3)n2)cc(OC)c1	2.4%	-9.6%	-3.1%	-0.4	-4.5%	-3.4%	1.8%	.
Cc1cc(C)c2sc(N(CCCN(C)C)C(=O)c3ccc(Br)s3)nc2c1	-1.3%	-10.3%	-1.0%	-5.3	-14.5%	-1.2%	7.4%	12.4
CCCC(=O)c1c(NC(C)C)cc(C)oc1=O	5.1%	-6.8%	-11.5%	1.0	-15.0%	-8.4%	9.2%	.
CCCN(CCO)Cc1ccc(Br)cc1	3.6%	10.4%	-2.2%	-0.3	10.5%	-3.0%	-10.7%	.
N#C/C(C(=O)N1CCOCC1)=C1\Nc2ccccc2S1	-2.0%	-1.8%	-2.2%	-2.1	1.5%	-0.2%	6.9%	.
Cc1ccc(NC(=O)N2CCC(=O)N2)cc1	3.9%	3.3%	-12.0%	-2.5	-3.6%	-10.1%	22.4%	0.7
Cc1ccnc(SCCn2c(N3CCOCC3)nc3c2c(=O)[nH]c(=O)n3C)n1	-1.7%	-16.3%	11.3%	-2.2	9.7%	-18.7%	-8.2%	-2.9
COc1ccc(C)cc1NC(=O)COC(=O)CCC(=O)c1cccs1	-2.6%	-5.6%	-1.2%	-0.5	-5.0%	-1.4%	1.8%	1.1
COc1ccc(C(=O)NCCCn2ccnc2)cc1	-10.4%	-12.0%	0.3%	0.5	7.5%	-10.3%	-5.9%	3.1
CC(Nc1ncnc2nc[nH]c12)c1ccccc1 (stereo not given)	-12.8%	-7.7%	-0.6%	-2.3	-12.1%	-2.7%	-25.1%	-4.6
Cc1ccc(S(=O)(=O)N2CC(O)C[C@H]2C(=O)OCC(=O)c2ccccc2)cc1 (stereo not given in full)	1.2%	-11.4%	-13.7%	-0.7	4.6%	-5.8%	.	4.8
CCCn1c(O)c(CN2CCCC(C)C2)c(C)c(C#N)c1=O (stereo not given)	?	5.1%	?	1.0	6.2%	?	19.7%	-10.7
CCOC(=O)c1ccc(N2CC(O)=C(c3nc4ccccc4c(=O)[nH]3)C2=N)cc1	3.2%	-7.4%	?	0.3	7.2%	-2.7%	13.4%	-26.5
Cc1cccc(NC(=O)c2ccc(NCCc3ccccc3)c([N+](=O)[O-])c2)c1	4.7%	16.4%	-31.0%[57.1 µM]	1.8	-1.4%	35.7%[activator]	28.2%	0.8
O=C(NCC1CCCO1)c1cc2ccccc2cc1O (stereo not given)	-4.5%	-4.3%	-33.6%	1.7	9.3%	-11.6%	14.7%	3.5
C=CCc1cccc(/C=N/NC(=O)c2ccccc2OC)c1O	2.0%	-14.8%	-6.4%	-3.2	23.7%	?	28.5%	4.6
Nc1cc(=O)[nH]c(SCC(=O)Nc2cc(Cl)ccc2Cl)n1	6.4%	-2.3%	-0.2%	-0.4	-4.7%	-5.0%	4.3%	-3.5
CC[C@H](C)[C@@H](C(=O)NCCCCCCCCCCC(=O)N1CCNCC1)n1cc(CCCCCN)nn1	4.3%	2.4%	4.8%	-0.1	1.7%	-9.7%	-20.2%	10.0
COc1ccc(C(=O)Oc2cc(OC)cc(OC)c2C(C)=O)cc1	-6.5%	-4.5%	-5.4%	-1.9	0.0%	0.6%	11.6%	-1.8

Compound activity (PubChem BioAssay)
